# Compound activity (PubChem BioAssay)
# CHRM5 agonist: agonists of human muscarinic M5 receptor (CHRM5); CHO-K1 hM5 cells, Fluo-8 calcium fluorescence; 0% DMSO wells, 100% maximal acetylcholine response; activation, % at 3 µM; hit rate 0.19% among 360,000;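 active = activation above the run's mean over test compounds plus 3 SD, cut at about 23% in these data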;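 also: signal is peak over basal fluorescence ratio across the kinetic read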
# Target sequence (P08912 whole entry, looked up): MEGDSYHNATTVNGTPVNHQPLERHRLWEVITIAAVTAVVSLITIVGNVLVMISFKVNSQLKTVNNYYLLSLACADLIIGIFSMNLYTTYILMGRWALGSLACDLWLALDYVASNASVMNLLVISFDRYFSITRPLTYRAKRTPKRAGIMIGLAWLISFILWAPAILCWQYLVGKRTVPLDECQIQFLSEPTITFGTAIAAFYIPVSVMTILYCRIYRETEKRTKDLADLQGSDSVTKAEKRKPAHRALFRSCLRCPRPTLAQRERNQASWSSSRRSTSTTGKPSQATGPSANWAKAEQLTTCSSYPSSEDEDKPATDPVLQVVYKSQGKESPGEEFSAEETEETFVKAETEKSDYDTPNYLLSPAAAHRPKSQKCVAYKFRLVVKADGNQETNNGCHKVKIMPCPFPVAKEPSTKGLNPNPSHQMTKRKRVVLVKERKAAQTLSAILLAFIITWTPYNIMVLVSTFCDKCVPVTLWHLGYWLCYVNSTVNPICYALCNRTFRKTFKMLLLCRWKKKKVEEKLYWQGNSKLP
# CHRM5 PAM: CHRM5 positive allosteric modulation. CHO-K1 hM5, Fluo-8 calcium, ACh EC20 PAM; 0% = ACh EC20, 100% = ACh EC100. activation, % at 3 µM. hit rate 0.3% among 360,000;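 active = activation above the run cutoff, the mean activation of all test compounds plus 3 SD, cut at about 18% in these data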
#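 Test system: CHO-K1 hM5 cells / Doses: single-point, 3 µM nominal / Times: Post-acetylcholine fluorescence recording 140 s / Technique: Fluo-8 calcium fluorescence / Measure: Max/basal fluorescence ratio as % of EC20–EC100 ACh window / Benchmarks: low control EC20 acetylcholine (0%), high control EC100 acetylcholine (100%) / Replicates: one well per compound, no replicates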
# CHRM1 PAM: human CHRM1 positive allosteric modulation; CHO-K1 hM1, Fluo-8 calcium fluorescence, ACh EC20; 0% = ACh EC20, 100% = maximal ACh; activation, % at 3 µM; hit rate 0.088% among 360,000; AID 588819; in the data active = activation above about 19%, passing the limit was not always enough
# Target sequence (P11229 whole entry, looked up): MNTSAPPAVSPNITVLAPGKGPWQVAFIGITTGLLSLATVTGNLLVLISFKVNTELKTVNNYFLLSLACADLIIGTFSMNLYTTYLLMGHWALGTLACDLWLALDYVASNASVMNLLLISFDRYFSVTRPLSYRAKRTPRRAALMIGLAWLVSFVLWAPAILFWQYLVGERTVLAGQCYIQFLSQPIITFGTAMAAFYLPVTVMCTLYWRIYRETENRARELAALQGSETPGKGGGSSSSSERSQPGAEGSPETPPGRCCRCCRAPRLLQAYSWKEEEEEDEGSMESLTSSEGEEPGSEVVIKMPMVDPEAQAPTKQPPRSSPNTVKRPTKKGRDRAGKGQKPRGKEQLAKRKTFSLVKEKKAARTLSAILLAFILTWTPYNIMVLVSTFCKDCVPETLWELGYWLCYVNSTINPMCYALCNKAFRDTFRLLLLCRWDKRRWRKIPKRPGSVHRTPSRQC
# CHRM4 PAM: positive allosteric modulators of human muscarinic M4 receptor | P08173 | CHO-K1 hM4/Gqi5, Fluo-8 calcium fluorescence, ACh EC20; 0% = ACh EC20, 100% = maximal ACh | activation, % at 3 µM | hit rate 0.4% among 360,000 | AID 624126;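 active = activation above its plate's cutoff, the mean activation of sample wells plus 3 SD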; also: some results filed as inactive read as strong as hits
# CHRM4 antagonist: blocks acetylcholine activation of human M4 receptor; hit rate 0.73% among 360,000; P08173; CHO-hM4 cells, ACh EC80, Fluo-8 calcium fluorescence; inhibition, % at 3 µM;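 active = inhibition above its plate's cutoff, the mean inhibition of sample wells plus 3 SD, cut at about 27% in these data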;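 also: 0% = acetylcholine EC80 with DMSO and 100% = DMSO without agonist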
# CRFBP-R2 block: CRF-BP/CRF-R2 complex antagonism; HEK293 CRF-R2/CRF-BP, CRF-induced calcium fluorescence; AID 588475; inhibition, % at 11.8 µM; hit rate 0.59% among 350,000;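 active = inhibition of the ligand-induced calcium signal above about 50% at the single tested concentration, limit read from the data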
# CRFR2-BP ag: CRF-BP/CRF-R2 complex agonism | HEK293 CRF-R2/CRF-BP, calcium dye fluorescence (FLIPR); percent of saturating CRF peptide response | activation, % at 13.2 µM | hit rate 0.46% among 350,000 | AID 588473;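 active = activation of at least 50%, plus an integration ratio under a set limit after plate pattern correction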;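 also: plate controls were neutral control wells without compound for no effect and CRF at EC100 for full effect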
# M5 antag: blocks acetylcholine activation of human M5 receptor. CHO-hM5 cells, Fluo-8 calcium fluorescence, ACh EC80. inhibition, % at 3 µM. hit rate 0.59% among 360,000. AID 624040;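 active = inhibition above a per-plate cutoff, the mean of that plate's test compounds plus 3 SD, cut at about 27% in these data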;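 also: 0% = acetylcholine EC80 with DMSO and 100% = DMSO without agonist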
# CHRM4 agonist: agonists of human muscarinic M4 receptor (CHRM4); CHO-K1 hM4/Gqi5, Fluo-8 calcium fluorescence; vehicle 0%, full acetylcholine response 100%; hit rate 0.14% among 360,000; activation, % at 3 µM;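 active = activation above the run mean over all test wells plus 3 SD, cut at about 32% in these data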;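 also: peak over basal fluorescence ratio per well then scaled between controls; 0% = DMSO wells and 100% = acetylcholine at EC100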
# The depositor's hits bear a star; . = not tested or not shown.
CHRM5 agonist	CHRM5 PAM	CHRM1 PAM	CHRM4 PAM	CHRM4 antagonist	CRFBP-R2 block	CRFR2-BP ag	M5 antag	CHRM4 agonist	smiles
5	-7	-14	-4	-3	-27	0.1	5	19	O=C(CSc1n[nH]c(-c2ccc(S(=O)(=O)N3CCCCC3)cc2)n1)Nc1nccs1
-3	-7	1	5	2	0	0.1	9	1	CN(C)c1cccc(C(=O)N/N=C/c2ccoc2)c1
-1	2	-4	-3	1	13	-2.3	-7	1	Cc1ccc(S(=O)(=O)NCC2CCCO2)cc1[N+](=O)[O-] (stereo not given)
-1	-2	10	1	3	-15	1.7	14	0	COc1ccc(S(=O)(=O)N2CCCOC2CNC(=O)C(=O)NCCCN2CCOCC2)cc1 (stereo not given)
-1	1	10	3	3	11	2.7	2	1	CS(=O)(=O)N(Cc1ccc(C(=O)NC2CCCCC2O)cc1)c1ccccc1 (stereo not given)
-1	-5	-1	1	-9	-38	-0.8	-3	7	COc1ccc(-c2cn3c(C)c(C(=O)N4CCN(c5ccccc5F)CC4)sc3n2)cc1
-1	2	7	-5	0	0	-1.2	-3	-1	CSc1ccccc1NC(=O)c1onc(C)c1Cl
2	7	-1	4	2	-4	1.4	4	0	Cc1ccccc1OCCC(=O)OCC(=O)Nc1ccc2[nH]c(=O)[nH]c2c1
-4	6	10	11	-11	-7	3.0	-7	1	O=[N+]([O-])c1ccc2nnn(O)c2c1
4	-13	-7	-4	10	4	-0.2	10	11	O=C(c1cc2ccccc2cc1O)N1CCN(c2ccc([N+](=O)[O-])cc2)CC1
3	-9	-3	1	-4	8	11	-12	5	O=C(NCc1ccc2c(c1)OCO2)c1ccc2c(c1)C(=O)N(CC1CCCO1)C2=O (stereo not given)
-2	5	7	2	-4	23	-2.2	-1	2	CCN(CC)c1ccc(NC(=O)c2ccc(NC(=O)C3CCCO3)cc2)c(C)c1 (stereo not given)
5	-3	1	-4	-5	10	-0.5	-8	0	COc1ccc(C(=O)NCCCCNC(=O)c2ccc(OC)c(OC)c2)cc1OC
11	2	-1	12	11	-43	3.4	2	6	Cc1ccc(SC(C)C(=O)Nc2ccc(S(=O)(=O)N3CCOCC3)cc2)cc1 (stereo not given)
2	-2	3	1	7	1	-2.4	-1	1	CCc1nnc(NC(=O)c2ccc(Cl)c(S(=O)(=O)N3CCc4ccccc4C3)c2)s1
1	-3	3	2	-29	-1	-0.1	-1	3	COc1cccc(CNC(=O)CCC(=O)N2CC(C)Oc3ccccc32)c1OC (stereo not given)
-3	2	-1	-5	8	-12	7.0	-5	0	COC(=O)c1ccccc1NC(=O)c1cccc(COc2ccccc2Cl)c1
4	6	17	14	-13	-1	1.8	-4	1	Cc1cc2occ(CC(=O)N(CCC(C)C)c3c(N)n(Cc4ccccc4)c(=O)[nH]c3=O)c2cc1C
-2	1	6	4	-19	3	1.2	-2	2	CN(C(=O)c1ccccc1)C(=O)c1ccccc1
2	-5	7	-3	4	-2	3.2	5	1	CC1(C)CC(=O)c2sc(NC(=O)Cc3cccs3)nc2C1
2	3	6	5	1	11	0.3	2	1	COCC(=O)Nc1ccc2c(c1)[C@@H]1C[C@H](CC(=O)NCc3cccc(F)c3)O[C@@H](CO)[C@@H]1O2
-1	0	16	6	-10	-8	0.0	-3	6	Cc1ccc(S(=O)(=O)N2CCOCC2)cc1NC(=O)COC(=O)CNC(=O)c1ccc(Cl)cc1Cl
-1	0	-1	7	1	-18	2.9	0	2	Cn1c(NCCN2CCOCC2)nc2c1c(=O)n(Cc1cccc(Cl)c1)c(=O)n2C
1	-9	2	-15	0	-14	-2.3	12	3	O=C(NCCCn1ccnc1)c1cc(-c2ccc(Br)cc2)on1
-2	-6	1	-2	7	-14	18	3	1	CCCOc1ccc(CNC(=O)CCC(=O)n2ncc3cc(C)ccc32)cc1
-11	-15	-7	-12	9	-8	1.4	10	3	CCCCCCCN1C(Nc2ccccc2)=NC[C@@H]1C
2	7	5	8	11	-31	4.6	-10	1	CCOC(=O)C1=C(Cn2cnc3ccccc32)NC(=O)NC1c1ccc(OC)cc1 (stereo not given)
-3	-3	2	2	-6	4	-1.1	-1	2	O=C(c1ccc(CN2CCOCC2)cc1)N1CCN(Cc2ccccc2)CC1
-1	-6	7	11	-6	-17	-0.3	-10	3	Cc1ccccc1N(C(=O)CCC(=O)Nc1ccccn1)C(C(=O)NC(C)C)c1ccc(O)cc1 (stereo not given)
-5	-4	-5	-3	-10	2	-0.7	4	6	COc1cccc(NC(=O)c2ccc(OC(F)(F)F)cc2)c1
1	-6	1	-10	1	2	0.0	14	12	O=C(OC1CCOC1=O)c1cccc(S(=O)(=O)N2CCc3ccccc3C2)c1 (stereo not given)
6	14	5	21	-12	2	0.5	-2	0	O=C1NC[C@@H](Cc2cccc3ccccc23)N(CCC23CC4CC(CC(C4)C2)C3)C1=O
0	-4	1	-1	-22	-2	1.7	-3	1	CCC(C)NC(=O)CN(C)S(=O)(=O)c1ccc2c(c1)c(=O)n(C)c(=O)n2C (stereo not given)
0	-2	7	4	1	-18	0.7	-4	0	Fc1ccc(N2CCN(c3nc(-c4ccco4)cc(C(F)(F)F)n3)CC2)cc1
1	1	5	7	5	1	9.9	4	-1	O=C(c1ccc(Cl)cc1)c1cnc(Nc2ccccc2)s1
0	0	5	-2	11	20	1.7	9	1	CCCCn1c(O)c(N=NC(=O)c2ccccc2NS(=O)(=O)c2cccs2)c2ccccc21
-2	-2	5	0	5	-2	1.1	1	1	COCCNC(=O)Cn1ccc2cc(S(=O)(=O)N3CCCCC3)ccc21
2	-6	-10	5	-11	2	-0.8	-21	1	O=C(OCC(=O)N1CCCCCC1)c1cccc(Cl)c1
-1	-2	-2	-3	1	.	.	10	1	COc1ccc(NC(=O)CN(C)C(=O)c2cccc(-n3cccc3)c2)cc1
3	0	6	6	-1	-70	4.2	3	1	Cc1onc(-c2c(F)cccc2Cl)c1C(=O)Nc1sc2c(c1C(N)=O)CCC2
-5	8	-1	19*	0	3	0.9	4	4	O=C(Cc1ccc(-c2ccccc2)cc1)NCCN1CCOCC1
-1	6	5	-1	0	-1	-0.1	-11	1	O=C(C1CCN(S(=O)(=O)c2cnc[nH]2)CC1)N1CCN(Cc2ccc3c(c2)OCO3)CC1
-4	-4	0	-6	-3	-6	3.9	-2	-2	O=C(CCN1c2ccccc2Sc2ccccc21)Oc1ccccc1
-5	-3	2	-1	-1	12	-2.0	8	6	CCn1c(=NC(=O)CS(=O)(=O)c2ccc(C)cc2)sc2cccc(OC)c21
3	19*	11	8	16	-10	8.9	-15	1	Cc1nnc(SCCn2c(N3CCCC(C)C3)nc3c2c(=O)[nH]c(=O)n3C)s1 (stereo not given)
-7	0	-9	3	-2	-9	3.4	-4	1	CCCCCCNCC1OCc2ccccc2CO1
-10	1	-11	-13	2	5	-1.6	-17	2	CCCn1ncc([C@@H]2C[C@H]3CN(Cc4cccc(Cl)c4)C(=O)[C@]34CCCN24)c1C
0	5	6	3	-3	0	2.9	3	0	Cc1cc(C)n2nc(-c3ccco3)nc2n1
-1	3	-5	6	2	23	-0.5	1	1	O=C(NCCCN1CCOCC1)C1CCN(S(=O)(=O)c2c(Cl)cccc2Cl)CC1
-5	1	7	0	2	-4	0.2	0	0	Cc1ccccc1N1Cc2ccccc2C1
2	4	2	-2	-6	-13	0.4	3	1	CCc1cc(=O)oc2cc(OCC(=O)N3CCC(C(=O)O)CC3)ccc12
0	14	4	0	-7	5	0.6	-11	1	O=C(c1cc(Cl)ccc1Cl)N1CCOCC1
2	-7	4	0	3	6	-0.1	7	2	COc1ccc(CCNC(=O)c2ccccc2)cc1
-8	-4	-6	-1	12	2	-0.5	20	1	COc1ccc(OCCN2CCCC2)cc1Nc1nnc(Cl)c(Nc2ccccc2S(C)(=O)=O)n1
-4	1	7	0	6	-18	1.4	-1	1	O=S(=O)(c1cc(F)cc(F)c1)N1CCN(c2ncccn2)CC1
0	7	9	5	-7	-20	-2.2	-6	1	CCCCc1nc2sc3c(=O)n(N)cnc3c2c2c1CCC2

# Next part, starting with the last 3 of the part before.
CHRM5 agonist	CHRM5 PAM	CHRM1 PAM	CHRM4 PAM	CHRM4 antagonist	CRFBP-R2 block	CRFR2-BP ag	M5 antag	CHRM4 agonist	smiles
-8	-4	-6	-1	12	2	-0.5	20	1	COc1ccc(OCCN2CCCC2)cc1Nc1nnc(Cl)c(Nc2ccccc2S(C)(=O)=O)n1
-4	1	7	0	6	-18	1.4	-1	1	O=S(=O)(c1cc(F)cc(F)c1)N1CCN(c2ncccn2)CC1
0	7	9	5	-7	-20	-2.2	-6	1	CCCCc1nc2sc3c(=O)n(N)cnc3c2c2c1CCC2
-3	12	-7	-4	-5	3	-2.5	5	0	C=CCNC(=O)c1ccc2c3n(nc2c1)-c1ccc(C)cc1CO3
1	-6	2	3	-6	-16	2.3	-5	2	O=C(CSc1nnc(SCC(=O)c2ccco2)s1)c1ccco1
-1	-20	-20	-36	25	-21	-1.0	22	7	Cc1ccc(S(=O)(=O)N(C)C)cc1NC(=S)NC(C)CCCC(C)C (stereo not given)
4	-2	10	4	-9	-21	1.0	-1	3	CCC(C)NC(=O)CSc1nnc(-c2ccc(C(C)(C)C)cc2)n1C (stereo not given)
-11	6	3	-1	-3	-2	-0.4	-4	-1	CCc1ccc(NC(=O)Cn2c3[n+](c4c(F)c(F)ccc42)CCCCC3)cc1
-5	-3	-6	0	0	-2	0.5	3	2	O=C(NC1CCS(=O)(=O)C1)c1ccc(N2CCCCC2)c([N+](=O)[O-])c1 (stereo not given)
-4	-7	0	-7	-6	-2	0.8	-10	-1	COc1cc([N+](=O)[O-])ccc1NC(=O)CCCOc1cccc(C)c1
-3	2	7	3	-4	-11	-1.4	-8	1	CN1CCN(NC(=O)c2cccc3ccccc23)CC1
-3	-7	-22	-13	20	7	2.4	10	2	CC(C)[C@H](NC(=O)c1ccc(Cl)c([N+](=O)[O-])c1)C(=O)NCc1ccc(Cl)cc1Cl
-2	-9	-8	-6	21	-9	-0.5	13	17	CC(=O)Nc1ccc(S(=O)(=O)N(Cc2cccnc2)Cc2cc3ccccc3[nH]c2=O)cc1
1	4	4	6	4	4	1.0	3	0	COc1cccc(NC(=O)CSc2cccc[n+]2[O-])c1
1	-12	-5	-7	4	37	5.5	8	8	O=C(Nc1cccc(C(F)(F)F)c1)NC1CCCCC1
-1	-3	1	6	-8	3	-0.7	-5	4	Clc1ccc(-c2cn3c(n2)SCC3)cc1
-5	-7	6	-1	2	-16	0.5	9	1	CCOc1cc(C2C(C#N)=C(N)Oc3cc(N)ccc32)ccc1O (stereo not given)
-4	6	-1	-1	6	-7	-1.5	5	3	CC(O)CNCCOc1cccc(Oc2ccccc2)c1 (stereo not given)
-2	-8	-1	6	-9	-22	3.9	11	12	CC(C)CCn1c(=O)c2ccccc2n2c(CCC(=O)NCC3CCCO3)nnc12 (stereo not given)
1	0	-9	-1	2	.	.	-2	0	COc1cc(-c2cc3nc(NCCN(C)C)ccn3n2)cc(OC)c1OC

# Records listed so far shown as hits in CHRM4 PAM:
CHRM5 agonist	CHRM5 PAM	CHRM1 PAM	CHRM4 PAM	CHRM4 antagonist	CRFBP-R2 block	CRFR2-BP ag	M5 antag	CHRM4 agonist	smiles
-5	8	-1	19*	0	3	0.9	4	4	O=C(Cc1ccc(-c2ccccc2)cc1)NCCN1CCOCC1
